# Bioassay records: PubChem, several laboratories
# OX1R antagonist: antagonists of human orexin 1 receptor | 330,000 compounds, 0.43% hits | CHO/OX1R cells, Fluo-8 calcium fluorescence, orexin A | O43613 | inhibition, % at 5 µM;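 active means inhibition above its plate's threshold, mean inhibition of all tested compounds on the plate plus 3 SD, cut at about 37% in these data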;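 further: 0% = orexin A challenge wells and 100% = SB-334867-A antagonist wells; not every result past the cut was called active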
# CHT allo act: allosteric activators of human choline transporter CHT | Q9GZV3 | B-score at 10 µM | CHT-expressing cells, membrane potential dye, choline EC20; stronger effect = higher value; LV-AA mutant CHT in HEK293 cells | 310,000 compounds, 0.49% hits | AID 488977;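 active means initial fluorescence not abnormally high and integrated response B-score, plate-corrected, over 3 SD above library mean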
# Target sequence (Q9GZV3 whole entry, looked up): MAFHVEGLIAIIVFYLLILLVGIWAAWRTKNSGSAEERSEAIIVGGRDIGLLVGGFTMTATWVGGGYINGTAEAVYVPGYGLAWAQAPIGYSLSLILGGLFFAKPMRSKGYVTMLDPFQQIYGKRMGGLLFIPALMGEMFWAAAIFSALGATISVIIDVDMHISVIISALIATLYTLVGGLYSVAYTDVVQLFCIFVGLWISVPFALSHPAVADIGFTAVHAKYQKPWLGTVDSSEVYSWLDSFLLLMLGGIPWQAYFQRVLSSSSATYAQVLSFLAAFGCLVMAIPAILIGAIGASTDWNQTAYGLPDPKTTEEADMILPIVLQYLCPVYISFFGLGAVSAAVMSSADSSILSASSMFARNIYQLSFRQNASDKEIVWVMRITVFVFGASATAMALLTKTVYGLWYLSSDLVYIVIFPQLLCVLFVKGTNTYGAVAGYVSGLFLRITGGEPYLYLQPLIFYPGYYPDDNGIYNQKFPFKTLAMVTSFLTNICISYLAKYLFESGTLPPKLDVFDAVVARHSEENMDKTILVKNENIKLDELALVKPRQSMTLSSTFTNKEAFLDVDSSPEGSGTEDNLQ
# Numbers without * were called inactive; i = inactive; nt = not tested or not shown.
Structure | OX1R antagonist | CHT allo act
COCCn1c(SCC(=O)NCc2ccco2)nc2cccnc21 | 3.3 | i
Cc1ccc(CNc2nc3ccc(C)cc3n3cnnc23)cc1 | -45.8 | i
C=CCOc1ccc(C=Nc2ccc(OC)cc2)c(O)c1 | -8.7 | i
COCCNC(=O)C1CCN(C(=O)c2cc3sccc3n2Cc2ccc(F)cc2)CC1 | -18.1 | i
N#CC12CCCCC1CC1CCCCC1(C#N)N2N (stereo not given) | -4.6 | i
Cc1cc(NCc2ccccc2)nc(N2CCOCC2)n1 | -9.5 | i
Cc1cc(C)c(OCCCCN(C)C)c(Br)c1 | 2.4 | i
CCCCCCc1ccc(OCC(=O)O)cc1OCC(=O)O | -14.2 | i
Cc1nnc(SCC(=O)NCc2ccccc2Cl)[nH]c1=O | -7.5 | i
O=C(N/N=C\c1cccc([N+](=O)[O-])c1O)C1COc2ccccc2O1 (stereo not given) | -7.6 | i
Cc1cc(S(=O)(=O)N2CCOCC2)ccc1OCC(=O)Nc1ccc(F)cc1 | -14.2 | i
O=C(OCC(=O)N1CCc2ccccc21)c1ccc[n+]([O-])c1 | -8.9 | i
CC(Cc1cccnc1)NC(=O)c1cc(COc2ccc(F)cc2F)on1 (stereo not given) | -4.0 | i
O=C(O)c1cccnc1SC1CC(=O)N(CCc2ccccc2)C1=O (stereo not given) | -11.9 | i
O=C(c1ccc(S(=O)(=O)Nc2ccccc2)cc1)N1CCCC(C(F)(F)F)C1 (stereo not given) | 2.7 | i
COc1ccc(C2(C)NC(=O)N(CC(=O)NC3CCCC3)C2=O)cc1OC (stereo not given) | 1.8 | nt
Cc1ccc(C(C(=O)NC(C)(C)C)N(Cc2cccs2)C(=O)c2ccc3c(c2)OCCO3)cc1 (stereo not given) | -34.5 | i
O=C(O)C1C2C=CC(C3CC23)C1C(=O)NCCc1ccccc1 (stereo not given) | -28.6 | i
Cc1[nH]c2ccccc2c1C(=O)CN1CCC(C)CC1 | 0.0 | i
O=C(Cc1csc(N2CCOCC2)n1)N/N=C/c1ccc(F)cc1 | -17.8 | i
CC(=O)c1c(C)[nH]c(C(=O)OCC(=O)NCc2cccs2)c1C | -18.6 | nt
OC(Cn1cncn1)c1ccc(Cl)cc1Cl (stereo not given) | 13.0 | i
Cc1ccccc1C1C(C#N)=C2N=C(N)c3ccccc3N2C2=C1C(=O)CCC2 (stereo not given) | -24.7 | i
CCNC(=O)C1CCCN1S(=O)(=O)c1ccc(OC)cc1 (stereo not given) | -12.8 | i
CCOC(=O)c1c(-c2ccccc2)csc1NC(=O)/C(C#N)=C/c1ccc(OC)c(OC)c1 | -4.9 | i
Cc1ccc(-c2nn(-c3cccc(F)c3)cc2CNCCc2ccncc2)o1 | -26.2 | i
CCOC(=O)C(C)Oc1cccc2c(=O)n(CC(=O)NCCc3ccc(OC)c(OC)c3)ccc12 (stereo not given) | -11.0 | i
NC(=O)c1ccc(NC(=O)Cc2cccs2)cc1 | -7.8 | i
COc1ccc(-c2[nH]ncc2/C=N\NS(=O)(=O)c2ccccc2)cc1OC | -9.7 | i
CN1CCc2c(C#N)c(N3CCCCC3)nc(NCc3ccccc3)c2C1 | -27.4 | i
COc1ccc2nc(SCC(=O)Nc3ccc4[nH]c(=O)[nH]c4c3)[nH]c2c1 | -10.8 | nt
Cc1c(Cl)c(-c2n[nH]c(=S)n2CC(C)C)nn1C | -11.7 | i
CC1(C)N=C(SCC(=O)Nc2ccc(Cl)cc2)C(c2ccccc2)=N1 | -29.1 | i
O=C(/C=C/c1ccc(OCc2ccccc2)c(OCc2ccccc2)c1)c1cccnc1 | -19.1 | i
O=C(c1ccco1)N1CCN(Cc2nnc(-c3cccc(Cl)c3)o2)CC1 | 10.1 | i
COCCN1CCn2c(nc3cc(Nc4nnc(C)c5ccccc45)ccc32)C1 | 3.1 | i
CCn1c(SCC(=O)Nc2nccs2)nnc1-c1ccc(C)cc1 | -18.6 | i
Cc1ccc(Cc2c(C)nc3nc(SCC(=O)NCCCN4CCCCCC4)nn3c2C)cc1 | -40.6 | i
CCC(C)c1ccccc1NC(=O)COC(=O)c1ccc2c(c1)S(=O)(=O)c1ccccc1C2=O (stereo not given) | -18.7 | i
CCOc1ccc(OCCn2c(=S)[nH]c3ccccc32)cc1 | nt | i
Cc1cccc(C)c1NC(=O)C(c1ccccc1)N1CC(=O)Nc2ccccc21 (stereo not given) | -40.5 | i
CC(=O)c1sc2nc(C)cc(C)c2c1N | 2.2 | i
O=C(Nc1ccc(SC(F)F)cc1)c1ccccc1F | -5.9 | i
Cc1ccc(NC(=O)c2nc[nH]c2C(=O)N[C@@H](C)C(=O)OC(C)(C)C)cc1 | -21.1 | i
O=C(O)CCC(=O)N1N=C(c2ccccc2)CC1c1cccs1 (stereo not given) | -6.0 | i
CCCC(=O)N1CCC(Cc2ccccc2)CC1 | -15.3 | i
COc1ccccc1OCCOc1ccc(/C=C2\C(=N)N3N=C(C)SC3=NC2=O)cc1 | 2.4 | i
COc1cc(NC(=O)C2CC(c3cccc(Br)c3)=NO2)cc(OC)c1OC (stereo not given) | -22.1 | i
CC1CCCN(S(=O)(=O)c2csc(C(N)=O)c2)C1 (stereo not given) | -21.2 | i
COc1ccc(CN(C(=O)c2cccc(OC)c2)C2CCS(=O)(=O)C2)cc1 (stereo not given) | -19.6 | i
CSCCC(NS(=O)(=O)c1ccc(C)cc1)C(=O)Nc1ccc(C)cn1 (stereo not given) | -19.0 | i
NC(=O)Cn1cc(/C=N\NS(=O)(=O)c2ccc(Cl)cc2)c2ccccc21 | 5.2 | i
CSc1n[nH]c(NC2=CC(=O)CCC2)n1 | -6.2 | i
O=C(N/N=C\c1cccnc1)c1cc(-c2ccc(Cl)s2)[nH]n1 | -7.0 | i
CC(=O)Nc1ccccc1N(C)S(=O)(=O)c1ccc(C)cc1 | -9.9 | i
CCOC(=O)c1c(C)n2c3c(cc(C)cc13)CCC2 | -18.5 | i
O=C(N/N=C/c1ccsc1)c1ccccn1 | -15.0 | i
Cc1cc(NC(=O)C2CCCC2)nc2c1c(=O)oc1ccccc12 | -16.9 | i
O=C(Nc1ccc(Cl)cc1)OCc1cn(-c2ccccc2)nn1 | 8.2 | i
Cc1onc(-c2ccccc2Cl)c1C(=O)Nc1cccc(S(=O)(=O)N2CCOCC2)c1 | 7.9 | nt

# A second format for some results above:
# Screens in order – OX1R antagonist, CHT allo act
O=C(/C=C/c1ccc(OCc2ccccc2)c(OCc2ccccc2)c1)c1cccnc1
  -19.1, i
O=C(c1ccco1)N1CCN(Cc2nnc(-c3cccc(Cl)c3)o2)CC1
  10.1, i
COCCN1CCn2c(nc3cc(Nc4nnc(C)c5ccccc45)ccc32)C1
  3.1, i
CCn1c(SCC(=O)Nc2nccs2)nnc1-c1ccc(C)cc1
  -18.6, i
Cc1ccc(Cc2c(C)nc3nc(SCC(=O)NCCCN4CCCCCC4)nn3c2C)cc1
  -40.6, i
CCC(C)c1ccccc1NC(=O)COC(=O)c1ccc2c(c1)S(=O)(=O)c1ccccc1C2=O (stereo not given)
  -18.7, i
CCOc1ccc(OCCn2c(=S)[nH]c3ccccc32)cc1
  nt, i
Cc1cccc(C)c1NC(=O)C(c1ccccc1)N1CC(=O)Nc2ccccc21 (stereo not given)
  -40.5, i
CC(=O)c1sc2nc(C)cc(C)c2c1N
  2.2, i
O=C(Nc1ccc(SC(F)F)cc1)c1ccccc1F
  -5.9, i
Cc1ccc(NC(=O)c2nc[nH]c2C(=O)N[C@@H](C)C(=O)OC(C)(C)C)cc1
  -21.1, i
O=C(O)CCC(=O)N1N=C(c2ccccc2)CC1c1cccs1 (stereo not given)
  -6.0, i
CCCC(=O)N1CCC(Cc2ccccc2)CC1
  -15.3, i
COc1ccccc1OCCOc1ccc(/C=C2\C(=N)N3N=C(C)SC3=NC2=O)cc1
  2.4, i
COc1cc(NC(=O)C2CC(c3cccc(Br)c3)=NO2)cc(OC)c1OC (stereo not given)
  -22.1, i
CC1CCCN(S(=O)(=O)c2csc(C(N)=O)c2)C1 (stereo not given)
  -21.2, i
COc1ccc(CN(C(=O)c2cccc(OC)c2)C2CCS(=O)(=O)C2)cc1 (stereo not given)
  -19.6, i
CSCCC(NS(=O)(=O)c1ccc(C)cc1)C(=O)Nc1ccc(C)cn1 (stereo not given)
  -19.0, i
NC(=O)Cn1cc(/C=N\NS(=O)(=O)c2ccc(Cl)cc2)c2ccccc21
  5.2, i
CSc1n[nH]c(NC2=CC(=O)CCC2)n1
  -6.2, i

# Further records
Structure | OX1R antagonist | CHT allo act
Cc1ccc(NC(=O)COC(=O)CCc2ccccc2)c(Cl)c1 | 4.5 | i
COc1ccc(CN2CCN(C(=O)c3cc(OC)c(OC)c(OC)c3)CC2)cc1OC | -5.6 | i
CC(C(=O)N1CCc2ccccc21)N(C)CC(=O)Nc1ccc(F)cc1 (stereo not given) | -23.6 | nt
C/C(=N\NC(=O)c1cccc(S(=O)(=O)N2CCCC2)c1)c1ccc(C)cc1 | -12.9 | i
Fc1ccc(-c2csc3[n+]2CCS3)cc1 | -24.1 | i
O=C(NCC(=O)N1CC=C(c2ccccc2)CC1)c1ccc(OC(F)F)cc1 | 27.1 | nt
CCCN(CC(=O)Nc1ccc(C)cc1Br)CC(=O)Nc1ccc(F)c(F)c1F | -41.7 | i
COc1cc(C(=O)Nc2nc(OC)c(-c3ccccc3)c(OC)n2)cc(OC)c1OC | -11.9 | i
O=C(NCc1ccccc1Cl)C1CCN(S(=O)(=O)N2CCCC2)CC1 | 7.3 | i
Cc1ccccc1-n1cc[nH]c1=S | -15.2 | i
Cc1nc(CNS(=O)(=O)c2ccccc2F)cs1 | -5.2 | i
CN(CCC#N)C(=O)COC(=O)c1ccccc1C(=O)c1ccc(Cl)c([N+](=O)[O-])c1 | -8.1 | i
Cc1ccnc(NC(=O)CN2C(=O)c3ccccc3S2(=O)=O)c1 | 8.0 | i
Cc1ccc(CNC(=O)CSc2c3c(nc4ccc(Cl)cc24)CCCC3)o1 | -30.1 | i
Cc1ccc2[nH]c(=O)c(CN(Cc3cccs3)Cc3nnnn3Cc3ccccc3)cc2c1 | -187.4 | i
O=C(NCc1ccco1)c1c(F)cccc1Cl | 3.5 | i
COc1ccc(OCC(=O)Nc2cccc(NC(=O)c3ccco3)c2)cc1 | -11.9 | i
O=C(CN1CCN(c2ccccc2F)CC1)NCc1ccccc1 | -23.3 | i
C[N+]1(C)CCC(=C2c3ccccc3CC(=O)c3sccc32)CC1 | 1.0 | i
O=C(COC(=O)CCc1c[nH]c(=O)[nH]1)Nc1ccccc1Cl | -2.0 | i
CC1CCN(C(=O)COc2ccccc2F)CC1 | -4.1 | i
O=C(COc1ccc(Cl)cc1Cl)Nc1nnc(C2=COCCO2)o1 | -4.2 | i
CCc1ccc(NC(=O)C(=O)NNC(=O)c2ccc(OC)cc2)cc1 | 10.4 | i
COC(=O)c1ccccc1CSc1nsc(C)c1C#N | -11.5 | i
Cc1cc(N2CCCCC2)n2ncc(-c3ccc(Cl)cc3)c2n1 | -17.4 | i
Cc1[nH]c(=O)[nH]c(=O)c1NC(=O)c1sc2nc3c(C)cccc3cc2c1N | 5.7 | i
CCCN(C(=O)c1ccccc1N)c1c(C)n(C)n(-c2ccccc2)c1=O | -11.7 | i
Cn1c(=N)n(CC(=O)c2ccc(F)cc2)c2ccccc21 | -28.5 | i
COc1cc(C(=O)OCc2ccc(C)cc2)cc(NC(=O)c2cccs2)c1OC | -18.9 | i
C[C@H](NC(=O)c1nc[nH]c1C(=O)N[C@@H](Cc1ccccc1)C(=O)OC(C)(C)C)c1ccccc1 | -38.1 | i
Cc1cc(NS(=O)(=O)c2ccc(NC(=O)COc3ccccc3C(C)C)cc2)no1 | -17.8 | i
COc1cc(OC)c(NC(=O)[C@@H]2CCC(=O)N2C2OC(=O)c3c2ccc(OC)c3OC)cc1Cl (stereo not given in full) | -24.1 | i
CCCCN(C)C(=O)Cc1c(OC)ccc2cc(Br)ccc12 | -20.8 | 6.71*
CSc1ncccc1C(=O)OC(C)C(=O)Nc1cccc(S(=O)(=O)N2CCOCC2)c1 (stereo not given) | -7.9 | nt
CC(C)N(C(=O)CSc1nnnn1C1CCCC1)C(C)C | -19.3 | i
CCc1ccc(-c2nc(CS(=O)CC(=O)NCCCN3CCOCC3)c(C)o2)cc1 (stereo not given) | -27.1 | i
